Source: PubChem BioAssay
JMJD2A Tudor: inhibitors of human JMJD2A Tudor domain | AlphaScreen JMJD2A-Tudor / H3K4me3 peptide binding | Potency, µM (series often up to 114 µM), inactives show top-dose activity change, negative = inhibition, actives largely listed as inhibitors | 390,000 compounds, 4.4% hits | AID 504339; further: on the % scale 0 is the no-effect control and ±100 the full control effect; nearly all actives have a fitted effect of over 50% in size
Pol iota inh: inhibitors of human DNA polymerase iota. 390,000 compounds, 1% hits. Potency, µM (doses to about 115 µM), for inactives: at the top dose activity, negative = inhibition, actives largely listed as inhibitors. Pol iota fluorescent replication assay, 10 min
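Fluorescent replication assay read twice, at 0 min and 10 min after adding 50 nM (final) substrate. Enzyme (10 nM) and compounds were first incubated 15 min at room temperature; enzyme-free buffer wells were negative controls.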
BAZ2B block: inhibitors of human BAZ2B bromodomain; Q9UIF8; AlphaScreen BAZ2B-H3K14Ac peptide displacement; Potency, µM (doses to about 114 µM), inactives show top-dose activity change, negative = inhibition, hits mostly inhibitors; 360,000 compounds, 4.4% hits; AID 504333; further: on the % scale 0 is the no-effect control and ±100 the full control effect; nearly all actives have a fitted effect of over 60% in size
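BAZ2B (50 nM) with biotin-H3(5-23)K14Ac peptide (50 nM) in PBS pH 7.4, 0.01% Tween-20, preformed 30 min, then compound 30 min at room temperature; top concentration 110uM. AlphaScreen streptavidin donor/nickel chelate acceptor beads (10 ug/mL final), 20 min dark, signal read.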
Pol eta inh: blocks human DNA polymerase eta activity. recombinant Pol eta, fluorescent DNA replication assay. Potency, µM (titrated, usually from 114 µM), for the others: top-dose activity change, negative = inhibition, usual class: inhibitors. 390,000 compounds, 1.2% hits; further: on the % scale 0 is the no-effect control and ±100 the full control effect
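Pol eta (10 nM) was preincubated with compounds for 15 min at room temperature, after which fluorescent replication substrate (50 nM final) was added to start the reaction. Fluorescence was read kinetically at 0 and 10 min.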
POLB inh: blocks human DNA polymerase beta activity; P06746; Pol beta primer extension/strand displacement, fluorescence kinetic; Potency, µM (titrated, usually from 114 µM), for the others: at the highest dose activity change, negative = inhibition, hits mostly inhibitors; 340,000 compounds, 1.3% hits; AID 485314; further: on the % scale 0 is the no-effect control and ±100 the full control effect
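Homogeneous kinetic assay of primer extension and strand displacement by 10 nM Pol beta, preincubated 15 min at room temperature with compound before 50 nM substrate (final) was added. Read at 0 and 10 min; four-parameter Hill fit.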
BLM helicase inh: Bloom syndrome helicase (human) inhibition | Potency, µM (highest dose often 56.1 µM), for inactives: top-dose activity change, negative = inhibition, hits mostly inhibitors | P54132 | recombinant BLM DNA unwinding, fluorescence dequenching | 350,000 compounds, 0.2% hits | AID 2528;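 further: plate controls were vehicle for no effect and no enzyme for full effect; nearly all actives have a fitted effect of over 35% in size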
POLK inh: inhibitors of human DNA polymerase kappa | Q9UBT6 | purified Pol kappa, fluorescent DNA synthesis assay, 10 min | Potency, µM (top dose mostly 107 µM), for inactives: top-dose activity, negative = inhibition, hits mostly inhibitors | 400,000 compounds, 0.53% hits; further: on the % scale 0 is the no-effect control and ±100 the full control effect
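Enzyme at 10 nM met test compounds for 15 min at room temperature. Substrate addition (50 nM final) began the reaction, which was monitored by fluorescence at 0 and 10 min.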
APEX1 inh: blocks human APE1 abasic DNA cleavage | recombinant APE1, TAMRA/BHQ-2 abasic DNA cleavage fluorescence | Potency, µM (titrated, usually from 65.8 µM), without a hit: at the highest dose activity change, negative = inhibition, most hits filed as inhibitors | 350,000 compounds, 0.35% hits | AID 2517;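 further: plate controls were vehicle for no effect and reference inhibitor for full effect; nearly all actives have a fitted effect of over 55% in size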
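Quantitative HTS: incision of a TAMRA/BHQ-2 double-stranded substrate bearing a tetrahydrofuran abasic site by 0.75 nM APE1 raises fluorescence. Substrate 50 nM final, added after 15 min compound preincubation at room temperature; progress as third-minus-first kinetic read difference.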
G9a block: blocks human histone lysine methyltransferase G9a; 350,000 compounds, 8.8% hits; Potency, µM (titrated, usually from 102 µM), for the others: at the highest dose activity, negative = inhibition, usual class: inhibitors; G9a H3K9 monomethylation, AlphaScreen, 2 h; Q96KQ7; further: on the % scale 0 is the no-effect control and ±100 the full control effect; nearly all actives have a fitted effect of over 75% in size
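AlphaScreen detection with an anti-monomethyl H3K9 antibody quantified product after a 2 h room-temperature reaction containing 500 nM biotinylated H3K9 peptide, 20 µM SAM and 20 nM enzyme, which had been preincubated 15 min with compound.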
The depositor's hits bear a star; ? = inconclusive; · = not tested or not shown; [ ] = dose if it differs, or a comment. The call rests on the fitted dose curve; in most records, active means well fitted curve in the direction sought with a large enough effect; inconclusive means small, poorly fitted or top-dose-only effect, or another doubt; inactive means no such curve, though single readings can be large; an effect the other way counts as inactive or inconclusive. Potency means the concentration at half of the fitted maximal effect.

SMILES,POLK inh,POLB inh,JMJD2A Tudor,APEX1 inh,Pol eta inh,Pol iota inh,BLM helicase inh,BAZ2B block,G9a block
CC(NS(=O)(=O)c1ccc2c(c1)c(=O)n(C)c(=O)n2C)C(=O)NC1CCCCC1 (stereo unspecified),-1%,15%,-17%,-1%,-7%,-10%,-3%,-14%,·
O=C(/C=C(O)/C=C/c1ccc(O)cc1)/C=C/c1ccc(O)cc1,-27%,·,-1%,24%,-6%,-28%,·,-2%,1%[0.501 µM]
COc1cc2c(C(=O)N3CCN(c4cccc(C)c4)C(C)C3)cn(CC(C)C)c(=O)c2cc1OC (stereo unspecified),-5%,-20%,-29%,·,-14%,15%,-4%,?,-41%[59 µM]
CN(C)C(CNC(=O)c1cc(S(=O)(=O)N2CCOCC2)ccc1Cl)c1cccs1 (stereo unspecified),-3%,·,-28%,·,-23%,22%,·,·,·
Cc1[nH]c2ccccc2c1/C=N/NC(=S)NC(C)C,-11%,-11%,?,-4%,-12%,86%[activator],-22%,?,?
Cc1ccccc1NC(=O)NC1(C(=O)N2CCOCC2)CCCCC1,-6%,-2%,-6%,6%,-10%,-1%,-3%,5%,7%
CC(=O)c1ccc(N2CCN(CC(=O)N(CC(C)C)c3c(N)n(CC(C)C)c(=O)[nH]c3=O)CC2)cc1,-5%,1%,-24%,10%,-22%,137%[activator],0%,-37%,-3%
COc1ccc(-c2cc(C(F)(F)F)n3nc(C(=O)N4CCN5CCCC5C4)cc3n2)cc1OC (stereo unspecified),7%,-18%,3%,30%,-7%,2%,3%,-1%,7%
O=C(c1ccc2ncsc2c1)N1CCN(c2ccccc2Cl)CC1,0%,2%,-23%,3%,-9%,?,-3%,-33%,-3%
CN(C)c1ccc(N=Nc2ccccc2C(=O)OCC(=O)N(C)c2ccccc2)cc1,-2%[60.1 µM],15%,13µM*,4%,-17%,-18%,-16%,10µM*,8.9µM*
Cc1cc(C)c2[nH]c(=O)c(CN(CC3CCCO3)S(=O)(=O)c3ccc4c(c3)OCCO4)cc2c1 (stereo unspecified),20%,2%,-29%,6%,-11%,-8%,-16%,5%,-1%[59 µM]
CCCC1=C(C(=O)OCC)C(c2ccc(F)cc2)n2ncnc2N1 (stereo unspecified),-7%,11%,-1%,-2%,-14%,4%,-5%,9%,?
COc1cccc(NC(=O)c2nn(C)c3c2CS(=O)(=O)c2ccccc2-3)c1,5%,6%,0%,57%,-19%,17%,-2%,-11%,11%
CCOC(=O)[C@H]1[C@H]2COc3ccc(OC)cc3[C@@H]2N2C(=O)c3cc(OC)ccc3NC(=O)[C@@]12C,-15%,·,-31%,-4%,-1%,-5%,·,-6%,-2%[2.33 µM]
COc1ccc(N(C(=O)c2cccnc2)S(=O)(=O)c2ccc3c(c2)n(C)c(=O)n3C)cc1,1%,-15%,-2%,4%,8%,15%,-2%,-19%,-1%[12.7 µM]
Cc1ccc(NC(=O)c2nc[nH]c2C(=O)NCCCNC(=O)c2[nH]cnc2C(=O)Nc2ccc(C)cc2)cc1,-3%,·,-15%,-18%,15%,-24%,·,·,·
C#CCCCCCCCCC(=O)NCCCC,-1%,-13%,16%,-10%,-17%,20%,-2%,9%,19%
Cc1cc(C)c(C)c(S(=O)(=O)N2CCN(C(=O)c3ccncc3)CC2)c1C,0%,·,2%,-7%,-16%,12%,·,6%,-3%[59 µM]
N#CC(C(=O)Nc1ccccc1)=C1CCCCC1,-1%,13%,1%,23%,-8%,8%,-4%,-2%,-24%[59 µM]
CSc1sc(C(=O)NN)c2c1C(O)CCC2 (stereo unspecified),-2%,·,-17%,·,-13%,7%,·,·,·
O=C(NCCCn1ccnc1)C1CC(c2cccc(Br)c2)=NO1 (stereo unspecified),3%,4%,-20%,0%,-15%,30%,-1%,-1%,26%[59 µM]
Cc1ccc(Cl)cc1NC(=O)CN1CCN(C(=O)C2CCCO2)CC1 (stereo unspecified),-11%,11%,-23%,5%,-5%,14%,-6%,-2%,4%[12.7 µM]
COCCn1c(SCC(=O)c2ccccc2)nc2cc(C(=O)NC3CCCC3)ccc2c1=O,0%,-4%,-13%,·,-3%,9%,-1%,3%,3%[59 µM]
COC(=O)CCN(Cc1ccccc1)S(=O)(=O)c1ccccc1Br,6%,·,27%,3%,-21%,4%,·,·,·
CN(C)c1ncc2nc(-c3ccc(Cl)cc3)c(=O)n(C[C@H]3CCCO3)c2n1,8%[60.1 µM],·,·,16%,·,·,2%,·,3%[0.501 µM]

Reprinted at random: 2 compounds from above.
SMILES,POLK inh,POLB inh,JMJD2A Tudor,APEX1 inh,Pol eta inh,Pol iota inh,BLM helicase inh,BAZ2B block,G9a block
Cc1ccc(NC(=O)c2nc[nH]c2C(=O)NCCCNC(=O)c2[nH]cnc2C(=O)Nc2ccc(C)cc2)cc1,-3%,·,-15%,-18%,15%,-24%,·,·,·
COc1cc2c(C(=O)N3CCN(c4cccc(C)c4)C(C)C3)cn(CC(C)C)c(=O)c2cc1OC (stereo unspecified),-5%,-20%,-29%,·,-14%,15%,-4%,?,-41%[59 µM]

Continued.
SMILES,POLK inh,POLB inh,JMJD2A Tudor,APEX1 inh,Pol eta inh,Pol iota inh,BLM helicase inh,BAZ2B block,G9a block
Cc1ccc(S(=O)(=O)N2CCOCC2)cc1NC(=O)COC(=O)c1cc(=O)[nH]c2ccccc12,4%,3%,-3%,-2%,-21%,7%,-9%,-17%,-40%
CC(=O)c1ccc(S(=O)(=O)Nc2ccc(C(=O)NC3CC3)cc2)cc1,-5%,·,-10%,8%,0%,-12%,·,-2%,-42%
O=C(c1ccc2ccccc2c1)N1CCN(S(=O)(=O)/C=C/c2ccccc2)CC1,-5%,7%,-19%,-4%,-17%,16%,-4%,-14%,-1%
O=C(CSc1nc2ccccc2o1)N1CCOCC1,-7%,7%,-15%,48%[activator],1%,27%,-1%,-18%,56%[activator]
c1ccc(Nc2nc(-c3cccs3)cs2)nc1,-4%,2%,-28%[11.4 µM],6%,-15%,5%,-9%,?,?
CN(C)c1cccc(C(=O)NNC(=O)NC2CCCCC2)c1,-3%,1%[57.1 µM],-9%,-1%,-11%,-9%,3%,-5%,4%
COC(=O)/C=c1/s/c(=C(/C#N)C(=O)NCc2ccccc2)n(-c2ccccc2)c1=O,-3%,6%,-14%,-5%,-11%,5%,-4%,2%,26%[59 µM]
CC1CCN(C(=O)CSc2nnc3c(n2)[nH]c2ccc(F)cc23)CC1,3%,17%,0%,-8%,-7%,14%,-2%,-4%,-39%
COc1ccccc1CNC(=O)c1cnc(SC)nc1C,6%,3%,-5%,·,-2%,13%,0%,1%,-1%[59 µM]
COc1ccc(N=C2SC(C(=O)Nc3ccc(OC)cc3)CC(=O)N2CCN2CCOCC2)cc1 (stereo unspecified),-9%,2%,-25%,7%,-21%,1%,-1%,-35%,?
COc1ccc(-c2nnc(SCc3cc(=O)c4cc(C)cc(C)c4[nH]3)n2C)cc1,-10%[60.1 µM],?,-14%,·,-6%,-3%,-1%,5%,0%[59 µM]
Cc1ccc(NC(=O)Cn2nnc(C(=O)NCc3ccco3)c2N)cc1,7%,9%,-1%,21%,?,-15%,-7%,3%,22%[59 µM]
CC1(C)Cc2ccccc2-c2nnc(SCc3ccccc3)n21,-8%,42%,1%,14%,-10%,13%,2%,5%,20%[59 µM]
CC(C)c1nc(NCCO)c2nnn(Cc3ccccc3)c2n1,-20%,4%,-3%,9%,-16%,182%[activator],-3%,-14%,13%[0.501 µM]
Cc1nc(C(=O)N2CCCC(C(=O)c3cccc(OC(C)C)c3)C2)cs1 (stereo unspecified),-7%,-1%,4%,43%[activator],-10%,6%,-1%,-12%,-23%
O=C(c1ccccc1)N1CCN(c2ccc([N+](=O)[O-])c(NCc3ccco3)c2)CC1,-5%,30%,?,-3%,-12%,12%,-6%,?,44%[0.501 µM]
CCN(c1ccccc1)S(=O)(=O)c1ccc2[nH]cc(C(=O)NC3CCCCC3)c(=O)c2c1,-4%[60.1 µM],-5%,-19%,·,-6%,-10%,-6%,1%,?
O=C(Nc1ccccc1)OCc1cn(-c2ccc(Cl)cc2)nn1,3%,7%,47%[activator],-4%,7%,26%,-3%,1%,9%
O=C(CSc1nncs1)NC(=O)NC1CCCC1,-7%,-20%,-6%,2%,-11%,-4%,-4%,-13%,?
Cc1cc2oc(C(=O)Nc3sc4c(c3C(=O)NCc3ccco3)CCC4)cc(=O)c2cc1C,?,?,-22%,·,50µM*,?,-5%,-20%,8%[59 µM]
CC1(c2cccc(Br)c2)NC(=O)N(CC(=O)NCC2CCCO2)C1=O (stereo unspecified),-4%,·,-3%,6%,-1%,-1%,·,-4%,-6%[12.7 µM]
Cc1ccc(C)c(N2CCN(S(=O)(=O)c3cccc4cccnc34)CC2)c1,-12%,11%,4%[11.4 µM],-9%,-20%,100%[activator],-10%,·,-28%
O=C(Nc1cccnc1)c1sc(Nc2ccccc2)nc1-c1ccccc1,-9%,3%,-10%,5%,-9%,?,-10%,3%,24%
CCc1ccc(-c2nc(CSCC(=O)NCc3ccccc3OC)c(C)o2)cc1,-4%,-6%,-17%,·,-11%,3%,-8%,-9%,-7%[59 µM]
O=C(CN1C(=O)CSc2ccc(S(=O)(=O)N3CCOCC3)cc21)NCCCN1CCOCC1,-7%,5%,-6%,10%,-12%,?,-6%,-1%,-7%
O=C(Nc1ccc2c(c1)C(N1CCOCC1)c1ccccc1-2)C(F)(F)F (stereo unspecified),-19%,·,-12%,·,-17%,96%[activator],·,·,·
COc1ccc2oc(=O)c(-c3csc(-c4ccc(Br)cc4)n3)cc2c1,0%[60.1 µM],8%,32%,·,-19%,13%,1%,16%,0%[59 µM]
O=C(Nc1ccc(C(F)(F)F)cc1)N1CCN(c2ccnc3cc(Cl)ccc23)CC1,-6%,2%,-9%,12%,-7%,-27%,9%,-5%,8%

A portion of the library; rates above refer to the full screens.
